From PubChem BioAssay
KCC2 mod: KCC2 (human) Cl- transport modulation. KCC2 cells, thallium flux FluoZin-2 fluorescence. B-score of Tl+ flux slope (higher = more flux/activation; lower = inhibition) at 10 µM. 2.2% of 190,000 active. AID 1456;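 active = thallium flux slope and its plate-corrected score both differing from the plate sample mean at a set confidence after two filtering rounds, in either direction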;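 also: slope of fluorescence scaled to starting intensity during 10 to 20 s after thallium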
Rad51 HR inh: blocks human Rad51 in homologous recombination | AID 1385 | Q06609 | inhibition, % at 10 µM | 0.085% of 200,000 active | hRad51 DNA strand exchange, fluorescence dequenching;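 active = inhibition above 40% at the single screening dose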;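 also: 0% = DMSO control wells and 100% = blanks with heterologous ssDNA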
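Assay system: Human Rad51 nucleoprotein filaments preassembled on unlabelled ssDNA | Reagent: Donor/quencher-labelled 47-bp dsDNA substrate | Doses: One concentration, 10 µM final | Times: 37 °C 15-min filament assembly, 30-min compound preincubation, 15-min exchange | Technique: Fluorescein emission 520 nm, excitation 485 nm | Benchmarks: Plate control and blank wells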
thrombin 1536: blocks human thrombin protease activity. P00734. alpha-thrombin, Boc-VPR-AMC fluorogenic substrate cleavage. inhibition, % at 5 µM. 0.26% of 220,000 active;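 active = inhibition at or above 40%; inactive = inhibition below 40%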;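 also: 0% = enzyme with no compound and 100% = wells without enzyme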
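signal = AMC fluorescence, 355/460 nm | material = human alpha-thrombin enzyme | control set = enzyme without compound as high, wells lacking enzyme as low | times = reaction at room temperature | read-out basis = percent inhibition scaled between no-compound controls and no-enzyme blanks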
NCF1 inh: blocks human p47phox regulatory protein of NADPH oxidases. p47phox/p22phox peptide binding, fluorescence polarization, 2 h. inhibition, % at 24.7 µM. 0.53% of 220,000 active. AID 1274. P14598;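 also: 0% = p47phox with labelled peptide and 100% = labelled peptide alone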
Furin inhibitor: human furin inhibition; P09958; purified furin, fluorogenic substrate cleavage; inhibition, % at 30 µM; 0.061% of 220,000 active; in the data active = inhibition above about 25%; also: inactives centre near -15
hK5 inh: blocks human kallikrein 5 protease activity; inhibition, % at 5 µM; recombinant hK5, fluorogenic AMC substrate cleavage; 0.59% of 210,000 active;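 active = inhibition of 40% or more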;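 also: 0% = enzyme controls without compound and 100% = no-enzyme blanks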
EBV gp42 inh: inhibitors of Epstein-Barr virus glycoprotein 42. Q1HVG2. Fluorescence polarization binding assay, mP read-out. inhibition, % (tested at 21.74 µM). 0.42% of 220,000 active; in the data active = inhibition above about 50%
eIF4E 4G PPI: eIF4E/eIF4G interaction inhibition in translation initiation; inhibition, % at 21.7 µM; P63073+Q04637; TR-FRET eIF4E-eIF4GI(517-606) binding, 2 h; 0.37% of 220,000 active;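 also: 0% = full FRET control wells and 100% = background wells lacking eIF4GI fragment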
Target sequence (P63073 whole entry, looked up, the tested form may be a part): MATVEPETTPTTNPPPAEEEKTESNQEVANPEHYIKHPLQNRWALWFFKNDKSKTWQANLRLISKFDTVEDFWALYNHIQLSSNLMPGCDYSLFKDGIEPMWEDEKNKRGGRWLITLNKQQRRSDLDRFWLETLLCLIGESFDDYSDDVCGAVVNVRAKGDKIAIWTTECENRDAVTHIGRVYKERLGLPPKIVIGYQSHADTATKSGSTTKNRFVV
Target sequence (Q04637 whole entry, looked up, the tested form may be a part): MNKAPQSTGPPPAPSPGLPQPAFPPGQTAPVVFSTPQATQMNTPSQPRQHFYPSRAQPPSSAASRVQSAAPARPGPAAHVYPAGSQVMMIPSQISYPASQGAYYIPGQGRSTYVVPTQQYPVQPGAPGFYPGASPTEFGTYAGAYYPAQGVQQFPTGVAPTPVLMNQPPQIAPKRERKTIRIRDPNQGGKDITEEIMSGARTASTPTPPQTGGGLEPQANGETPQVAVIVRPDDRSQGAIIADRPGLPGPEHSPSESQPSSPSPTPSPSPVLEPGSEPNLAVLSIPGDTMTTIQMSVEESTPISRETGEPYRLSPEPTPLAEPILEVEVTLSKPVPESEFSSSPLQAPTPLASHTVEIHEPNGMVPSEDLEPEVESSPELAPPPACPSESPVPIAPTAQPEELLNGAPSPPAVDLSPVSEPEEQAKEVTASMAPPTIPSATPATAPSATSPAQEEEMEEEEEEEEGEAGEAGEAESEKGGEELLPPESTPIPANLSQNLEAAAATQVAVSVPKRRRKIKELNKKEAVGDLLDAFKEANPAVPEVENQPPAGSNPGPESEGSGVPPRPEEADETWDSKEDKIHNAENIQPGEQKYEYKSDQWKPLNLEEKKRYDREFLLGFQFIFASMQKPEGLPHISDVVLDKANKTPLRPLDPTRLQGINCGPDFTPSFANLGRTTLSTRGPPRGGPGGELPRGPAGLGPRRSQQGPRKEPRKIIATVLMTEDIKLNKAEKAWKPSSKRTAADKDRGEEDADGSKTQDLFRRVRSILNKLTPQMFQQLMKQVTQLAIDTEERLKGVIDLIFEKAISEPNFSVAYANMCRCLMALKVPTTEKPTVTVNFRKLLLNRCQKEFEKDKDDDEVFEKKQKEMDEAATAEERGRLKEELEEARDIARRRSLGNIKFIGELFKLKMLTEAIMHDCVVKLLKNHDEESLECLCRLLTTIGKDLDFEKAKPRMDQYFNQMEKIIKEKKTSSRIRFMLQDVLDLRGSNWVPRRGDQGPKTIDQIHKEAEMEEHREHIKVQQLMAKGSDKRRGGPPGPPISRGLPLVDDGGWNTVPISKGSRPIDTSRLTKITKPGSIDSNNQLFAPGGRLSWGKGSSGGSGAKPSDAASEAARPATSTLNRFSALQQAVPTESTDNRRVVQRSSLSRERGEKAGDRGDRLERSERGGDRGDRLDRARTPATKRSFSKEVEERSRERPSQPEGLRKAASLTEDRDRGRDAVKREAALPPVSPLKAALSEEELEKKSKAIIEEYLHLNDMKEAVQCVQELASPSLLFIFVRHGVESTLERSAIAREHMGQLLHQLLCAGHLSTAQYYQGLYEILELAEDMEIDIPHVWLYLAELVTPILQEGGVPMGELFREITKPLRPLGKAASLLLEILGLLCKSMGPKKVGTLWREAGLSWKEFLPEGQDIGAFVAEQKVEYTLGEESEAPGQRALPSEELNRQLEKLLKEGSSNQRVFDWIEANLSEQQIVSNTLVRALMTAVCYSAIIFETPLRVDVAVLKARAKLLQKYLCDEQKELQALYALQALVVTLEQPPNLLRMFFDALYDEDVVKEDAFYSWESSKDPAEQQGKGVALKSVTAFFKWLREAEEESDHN
14-3-3 Bad inh: disrupts binding of bovine 14-3-3 zeta to phospho-Bad peptide. 0.71% of 220,000 active. TR-FRET 14-3-3zeta/Dy647-pBad peptide displacement, 1 h. inhibition, % at 21.7 µM. P63103;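 active = inhibition above about 70%, limit read from the data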;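 also: 0% = full 14-3-3 plus peptide FRET controls and 100% = background without 14-3-3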
The depositor's hits bear a star; i = inactive; . = not tested or not shown; [ ] = remark or other dose.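 The calls were made as follows, unless noted: active = inhibition above about 30% (limit read from the data); inactive = the rest.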

1	COc1ccc(C2C=C(c3cccs3)Nc3nc(CCCO)nn32)cc1 (centres undefined)
2	CCC(C)(C)NC(=O)Cn1c(-c2ccccc2)cc(C(C)=O)c1C
3	CCc1ccc(NC(=S)Nc2ccc(S(=O)(=O)Nc3ncccn3)cc2)cc1
4	CC(C)(C)NC(=O)COc1ccc(CNc2ncn[nH]2)cc1
5	CC(C)(C)C1CCC(C(=O)OCC(=O)N2CCN(C(=O)c3ccco3)CC2)CC1 (centres undefined)
6	COc1ccccc1-n1c(-c2cc(-c3ccc(F)cc3)n[nH]2)n[nH]c1=S
7	Cc1ccccc1-n1c(SCC(=O)N(C)C2CCS(=O)(=O)C2)nc2ccccc2c1=O (centres undefined)
8	COC1=NS(=O)(=O)c2ccccc21
9	[O-]/[N+](=C\c1ccncc1)c1ccc(Br)cc1
10	Cc1cc(-n2c(C)cc(C(=O)CSc3nc(N)cc(=O)[nH]3)c2C)no1
assay / entry	1	2	3	4	5	6	7	8	9	10
KCC2 mod	i	-0.0258	0.501	0.808	0.412	-0.108	-0.363	-0.117	1.05	-1.21
Rad51 HR inh	-160.2	-1.3	-3.9	9.2	-4.7	3.5	9.6	13.2	.	.
thrombin 1536	-5.6	16.8	-6.0	-1.7	0.1	-4.8	3.2	-13.4	-2.1	-3.0
NCF1 inh	-6.7	-5.7	-4.6	1.5	-5.9	2.6	-6.3	-4.0	-4.6	-18.9
Furin inhibitor	-37.9	-17.2	-19.9	-19.6	-20.5	-21.5	-26.2	-12.1	-1.6	-16.3
hK5 inh	-151.5	-6.0	2.0	13.1	3.4	-0.7	3.2	-6.4	-9.8	-1.9
EBV gp42 inh	151.0*	3.5	-2.5	-6.4	0.9	-3.0	5.6	1.1	2.1	-2.3
eIF4E 4G PPI	.	-2.3	-5.4	2.8	2.9	-1.2	0.3	2.1	1.3[fluorescence artefact?]	-4.3
14-3-3 Bad inh	.	-10.7	-9.3	0.2	1.3	-4.7	-4.0	1.6	-2.3	-11.5

11	CN(C)CCN(C(=O)c1ccc2c(c1)OCCO2)c1nc2ccc(Cl)cc2s1
12	COc1cc(Nc2cc(C)nc3ncnn23)cc(OC)c1OC
13	N#Cc1c(NC(=O)c2ccc(Cn3cc(Br)cn3)o2)sc2c1CCCCC2
14	COC(=O)/C(=C/c1ccc(F)cc1)NC(C)=O
15	Cc1cc(C)n2nc(C(=O)N(C)C(c3ccccc3)c3ccccc3)nc2n1
16	COc1cccc(/C=N/Nc2nc3ccccc3[nH]2)c1O
17	CC(=O)Oc1c(Cl)cc(Cl)cc1/C=C/c1ccc2ccccc2n1
18	COc1ccc(/C=C/C(=O)Nc2nc(N)n(-c3ccccc3)n2)cc1
19	Nn1c(SCC(=O)Nc2ccc3c(c2)OCCO3)nnc1C(F)(F)F
20	O=C(CN1CCCCC1)Nc1ccc(S(=O)(=O)N2CCCCCC2)cc1
assay / entry	11	12	13	14	15	16	17	18	19	20
KCC2 mod	0.662	0.327	-0.681	0.544	-1.22	0.0239	0.203	-1.46	-0.37	0.0761
Rad51 HR inh	2.5	-1.7	-6.4	-7.9	0.7	18.9	3.3	-1.8	4.3	-5.7
thrombin 1536	-1.4	-1.8	-1.9	-11.1	-10.8	-2.8	-3.9	-2.0	-2.6	3.3
NCF1 inh	-2.0	-1.9	-24.7	-1.4	-6.2	5.0	-11.0	-7.1	-15.8	-4.3
Furin inhibitor	-12.6	-35.1	-11.0[20 µM]	-17.9	-23.5	-12.7	-16.6	-14.2	-16.6	-3.7
hK5 inh	9.4	-2.6	13.2	-4.9	-10.0	-15.4	-20.8	-8.0	11.7	-0.4
EBV gp42 inh	2.1	-17.9	15.1	-5.7	-13.9	3.7	-13.2	-19.6	-4.1	4.7
eIF4E 4G PPI	0.5	-9.3	2.7	4.2[fluorescence artefact?]	2.0	-2.9	-6.4	4.8	2.6	-1.8
14-3-3 Bad inh	-4.6	2.8	-13.6	-2.6[fluorescence artefact?]	-6.2	-13.9	-0.6	-5.2	13.7[fluorescence artefact?]	10.0

21	COc1ccc(NC2=CC(c3ccc(OC)c(OC)c3)N(c3ccc(OC)cc3)C2=O)cc1 (centres undefined)
22	O=C1/C(=C/c2ccccn2)SC(=S)N1N1CCOCC1
23	COc1cccc(C(=O)Nc2nnc(-c3ccc(Cl)cc3)o2)c1
24	Cc1cc(=O)n2[nH]c(=O)c(N=Nc3ccccc3)c2[nH]1
25	CCOC(=O)Cn1c(=O)oc2cc(S(=O)(=O)N(CCN(C)C)Cc3ccccc3)ccc21
26	CC(C)NC(=O)NC(=O)COC(=O)/C=C/c1ccc2c(c1)OCO2
27	c1ccc(COc2ccc(OCCN3CCCC3)cc2)cc1
28	CC(C)N(C(=O)CSc1nnc(Cn2nnc3ccccc32)n1C)C(C)C
29	CN(CC(=O)N1CCN(c2ccccn2)CC1)S(=O)(=O)c1cccc2nsnc12
30	Cc1ccc(N(CC(=O)NCC2CCCO2)C(=O)CCC(=O)Nc2ccccn2)cc1 (centres undefined)
assay / entry	21	22	23	24	25	26	27	28	29	30
KCC2 mod	0.0473	-0.431	45.6*	.	0.764	0.0886	-0.567	1.05	-1.8	1.5
Rad51 HR inh	0.3	6.7	5.2	5.0	-0.8	-26.3	.	3.1	.	1.9
thrombin 1536	-13.3	1.9	-6.3	5.0	0.4	-2.8	5.0	2.5	-0.5	-2.6
NCF1 inh	-4.8	-45.4	0.8	-10.8	-12.7	-3.3	2.9	-11.7	1.1	1.7
Furin inhibitor	-9.0	-15.5	-13.0	2.9[20 µM]	-27.1	-15.1	-28.6	-6.5[20 µM]	-19.3	-29.7
hK5 inh	-6.0	-5.4	-20.0	-1.8	4.6	0.4	-4.6	3.7	-8.9	2.7
EBV gp42 inh	18.3	-4.1	-0.1	-8.7	-8.4	-10.7	0.4	-15.4	-1.2	-25.7
eIF4E 4G PPI	-0.6	-1.5	-14.2	-2.1	-1.7	-8.8	2.4	-0.1[fluorescence artefact?]	-0.6	-1.9
14-3-3 Bad inh	-12.7	6.0	-10.5	15.9	4.0	1.1	5.1	5.4	-12.5[fluorescence artefact?]	-6.7

31	CCCCC(=O)Nc1ccccc1C#N
32	COc1ccc(C(=O)N(c2ccccn2)C2CCCCC2)c(OC)c1
33	Cc1cc(C)c(S(=O)(=O)NCCCn2ccnc2)c(C)c1
34	CCOC(=O)CSc1nc2sc3c(c2c(=O)[nH]1)CC(C)(C)OC3
35	Cc1ccc(S(=O)(=O)N2CCOCC2)c(C)c1NS(C)(=O)=O
36	O=C(N/N=C/C=C\c1ccco1)c1cccs1
37	CN(c1ccccc1C(=O)N1CCN(c2ccccc2)CC1)S(C)(=O)=O
38	CCCS(=O)(=O)N1CCn2c(nc3ccccc32)C1
39	CCN(CC)c1ccc(Nc2nc(N3CCOCC3)c3ccccc3n2)cc1
40	O=c1[nH]c2cc3c(cc2cc1CN(Cc1ccco1)C(=S)NCCCN1CCOCC1)OCCO3
assay / entry	31	32	33	34	35	36	37	38	39	40
KCC2 mod	0.865	-0.096	1.57	-1.8	0.116	1.55	0.418	1.38	-0.823	0.0291
Rad51 HR inh	.	2.6	-8.1	-10.2	1.7	.	4.0	.	5.2	-1.5
thrombin 1536	3.1	-5.5	-5.6	6.3	-5.3	-4.8	-1.4	-5.4	2.2	-0.9
NCF1 inh	-3.1	-2.1	-0.5	-3.9	-8.1	-5.0	-5.5	-3.0	-5.6	2.7
Furin inhibitor	-18.8	-29.0	-13.3	-16.4	-16.2	-1.1	-15.1[20 µM]	-16.2	-15.4[20 µM]	-34.8
hK5 inh	-3.8	-4.4	-9.5	-10.5	-17.5	14.4	9.4	8.7	4.2	-3.1
EBV gp42 inh	-5.9	-6.6	-4.1	-19.6	-8.8	-12.3	-15.7	10.9	-1.1	-12.0
eIF4E 4G PPI	1.1[fluorescence artefact?]	0.6	-2.1[fluorescence artefact?]	8.8	8.3[fluorescence artefact?]	2.3	5.8	1.9	14.7	-1.8
14-3-3 Bad inh	-0.4[fluorescence artefact?]	-5.8	16.6[fluorescence artefact?]	-0.8	-4.6[fluorescence artefact?]	2.1	-2.1	-17.5[fluorescence artefact?]	56.1	-12.1

Ordered by molecular weight (descending): some entries from above.
3	CCc1ccc(NC(=S)Nc2ccc(S(=O)(=O)Nc3ncccn3)cc2)cc1
15	Cc1cc(C)n2nc(C(=O)N(C)C(c3ccccc3)c3ccccc3)nc2n1
6	COc1ccccc1-n1c(-c2cc(-c3ccc(F)cc3)n[nH]2)n[nH]c1=S
24	Cc1cc(=O)n2[nH]c(=O)c(N=Nc3ccccc3)c2[nH]1
assay / entry	3	15	6	24
KCC2 mod	0.501	-1.22	-0.108	.
Rad51 HR inh	-3.9	0.7	3.5	5.0
thrombin 1536	-6.0	-10.8	-4.8	5.0
NCF1 inh	-4.6	-6.2	2.6	-10.8
Furin inhibitor	-19.9	-23.5	-21.5	2.9[20 µM]
hK5 inh	2.0	-10.0	-0.7	-1.8
EBV gp42 inh	-2.5	-13.9	-3.0	-8.7
eIF4E 4G PPI	-5.4	2.0	-1.2	-2.1
14-3-3 Bad inh	-9.3	-6.2	-4.7	15.9

Going on with the list.
41	Cc1cc(C)cc(OCC(=O)NNC(=O)C2CCCO2)c1 (centres undefined)
42	N#Cc1ccc(-c2ccccc2)nc1SCC(=O)c1cc2ccccc2oc1=O
43	COc1ccc(Br)cc1CN(C)CC(=O)Nc1cc(Cl)cc(Cl)c1
44	CCOc1ccc(NC(=S)N(CCOC)C(C)c2ccco2)cc1 (centres undefined)
45	CCCCOc1ccc(C(=O)Nc2ccc(N3CCN(C(C)=O)CC3)cc2)cc1
46	CCC(CC)c1nnc(NC(=O)c2cc([N+](=O)[O-])ccc2N2CCCCC2)s1
47	COc1ccccc1-n1cnnc1SCC(=O)NCc1cccs1
48	COc1ccc(S(=O)(=O)N(C(=O)c2ccco2)c2cc3sc(=O)oc3c3ccccc23)cc1
49	COc1cc(C2C(N3C(=O)c4ccccc4C3=O)C(=O)N2c2cccc(C)c2)cc(OC)c1OC (centres undefined)
50	Cc1cc(C(=O)OCC(=O)Nc2cc(S(=O)(=O)N(C)C)ccc2C)c2ccccc2n1
51	O=C(NCCN1CCCCC1)c1ccco1
assay / entry	41	42	43	44	45	46	47	48	49	50	51
KCC2 mod	0.693	0.438	0.586	-0.0393	.	-0.021	.	0.158	-0.151	-2.46	0.0103
Rad51 HR inh	9.0	-13.5	-4.7	18.1	.	-12.3	-2.8	-1.5	7.3	-17.4	12.6
thrombin 1536	0.1	4.5	-2.0	0.9	0.4	-0.8	1.5	-5.5	29.4	-12.8	-1.0
NCF1 inh	-0.7	-16.9	-12.0	-7.0	-8.2	-13.3	-8.6	-17.2	-39.9	-0.3	-8.5
Furin inhibitor	-26.9	-15.6[20 µM]	-8.8	-16.9	-8.5[20 µM]	-9.5	-16.5[20 µM]	-21.7	-12.6	1.9	-25.1[20 µM]
hK5 inh	-1.5	-10.1	-0.3	0.1	-19.4	-9.5	6.1	-15.9	-2.8	7.8	-8.6
EBV gp42 inh	-5.9	-16.3	-24.0	-3.5	-3.6	-4.0	-15.7	-0.8	1.0	-5.2	-16.9
eIF4E 4G PPI	-5.3	-26.6	0.7	-3.0	6.1[fluorescence artefact?]	5.5	-2.9[fluorescence artefact?]	14.0	0.4[fluorescence artefact?]	-1.9	1.7
14-3-3 Bad inh	-5.5	20.2	4.0[fluorescence artefact?]	-2.3	-21.7	-26.9	2.5	-7.6[fluorescence artefact?]	24.5	3.4	-3.2
